Assay outcomes (PubChem)
b-catenin transl – modulators of beta-catenin nuclear translocation, primary screen, imaging, HeLa cells, immunofluorescence, high-content; nuclear translocation activity, % at 5 µM; 0.3% of 190,000 active; AID 1665, 2009;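 active = nuclear translocation activity above 50% at 5 µM, with a well cell count of 50 or more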;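 note: per-cell ratio of nuclear to cytoplasmic median beta-catenin stain intensity; plate controls were DMSO negative control for no effect and GSK-3 inhibitor IX positive control for full effect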
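Read-out: Nuclear/cytoplasmic beta-catenin signal ratio, % activation | Assay system: Human HeLa cell line | Times: 24 h compound exposure at 37°C, 5% CO2 | Signal: Fluorescence imaging of beta-catenin antibody stain plus DAPI | Dosing: 5 µM primary, 0.02–20 µM confirmation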
MT stabilize HCS – microtubule stabilizers in HeLa cells, primary screen, imaging, high-content imaging; HeLa tubulin immunostaining HCS, 24 h; share of cells brighter than vehicle mean+2SD; % tubulin-high responders, % at 10 µM; 0.83% of 200,000 active; AID 2205, 2009;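 active = plate Z-score above 3 for both tubulin-high and condensed-nucleus cell shares, with cell loss under 80%, at 10 µM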;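 note: anti alpha tubulin signal scored within the nucleus-defined area of each cell; some results filed as inactive read as strong as hits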
Autophagy mod – autophagy modulators in MEF cells, primary screen, imaging, high-content, MEF GFP-LC3; 0.98% of 190,000 active; MEF GFP-LC3 puncta imaging; test concentration mostly 10 µM; calls only at 10 µM (by protocol);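 active = percentage of spot-positive cells more than 3 SD above its plate mean, without a fluorescence outlier flag or 80% toxicity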;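 note: spot-positive cell cutoff set from DMSO-treated cells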
K1F lysis inhibition – inhibition of K1F phage lysis, E. coli UTI89, bacterial capsule biogenesis inhibitors, alamar blue (AID 488966); E. coli UTI89 K1F phage lysis, alamar blue, 2 h; higher % means a stronger effect; inhibition, % at 100 µM, or IC50 in µM where a hit was titrated; 0.02% of 340,000 active;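 active = phage lysis inhibition, versus mean bacterial control, above a set limit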;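 note: capsule biogenesis inhibitors block K1F phage lysis so surviving cells raise fluorescence; higher fluorescence means more inhibition of phage lysis; actives were called in the ten point dose series up to 300 µM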
M1AAP inhibition – P. falciparum M1AAP inhibitors, biochemical, fluorogenic H-Leu-NHMec substrate, 1536-well (AID 1445) | Aminopeptidase N (Plasmodium falciparum (isolate 3D7)) | recombinant M1AAP, H-Leu-NHMec fluorogenic kinetic assay; higher % means a stronger effect | one-dose inhibition, % at 30 µM; IC50 in µM for titrated hits | 0.42% of 220,000 active;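 active = primary inhibition above the hit cutoff, then over 50% inhibition at one or more dose response concentrations, cut at about 23% in these data, passing the limit was not always enough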;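 note: plate controls were DMSO full reaction for no effect and no enzyme background for full effect; strong numbers were not always called active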
CSM14.1 death rescue – rescue of cells from ER stress-induced death, primary screen, 384-well, CSM14.1, thapsigargin, ATP luminescence (AID 1222); CSM14.1 thapsigargin-induced death rescue, ATP luminescence; higher % means a stronger effect; one-dose cellular ATP content (survival), % at 20 µM; EC50 in µM for titrated hits; 190,000 tested, under 10 active;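 active = EC50 below 50 µM in the dose-response confirmation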;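 note: death triggered by thapsigargin at about 15 µM added after 2 h compound pretreatment; cell ATP read after overnight thapsigargin exposure of roughly 18 to 22 hours; normalized against plate controls of thapsigargin alone and 5% DMSO vehicle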
Dynein transport – inhibitors of GR-EGFP nuclear translocation, primary screen, dynein cargo transport inhibitor project, imaging, high-content, 3617.4 mouse cells | test concentration mostly 20 µM; stimulated with dexamethasone, 1 µM; stronger effect = lower value | z-score, hits read low | 0.47% of 220,000 active | AID 1381, 2008;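 active = plate z-score of nuclear minus cytoplasmic receptor signal below a set negative limit, without overly bright fluorescence or cell loss, cut at about -3.5 in these data, passing the limit was not always enough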;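 note: z-score of nuclear minus cytoplasmic ring GR-EGFP intensity difference per well; some compounds called inactive have numbers as strong as hits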
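Buffer or medium: tet-free, stripped-serum medium; reagent: dexamethasone at 1.0 µM final, 30 min; incubation: 48 h induction, 1 h compound, 30 min dex at 37 °C; measured by: formaldehyde fixation, Hoechst nuclear stain, 10x automated fluorescence imaging; read-out: nuclear-to-cytoplasmic GR-EGFP distribution per well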
Ins promoter up – insulin promoter activators in MIN6 cells, imaging, high-content screening, mouse beta cells | MIN6 insulin promoter-GFP reporter; stronger effect = higher value | z-score at 5 µM | 0.3% of 190,000 active | AID 1625, 2009;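 active = z-score above 3 at 5 µM with at least 500 cells counted in the well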
M17LAP inhibition – P. falciparum M17LAP inhibitors, primary screen, biochemical, fluorogenic H-Leu-NHMec substrate, 1536-well (AID 1619). Leucine aminopeptidase (Plasmodium falciparum (isolate 3D7)). one-dose inhibition, % at 30 µM; IC50 in µM for titrated hits. recombinant M17LAP, H-Leu-NHMec fluorogenic kinetic assay; higher % means a stronger effect. 0.38% of 220,000 active;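 active = compound inhibiting the enzyme by more than half at any dose during confirmatory dose-response retesting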;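 note: plate controls were full reaction with DMSO carrier for no effect and no enzyme background for full effect; strong numbers were not always called active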
Dynein transport cytoplasmic EGFP – further read-out of Dynein transport, marked with its call; z-score; measured here: cytoplasmic GR-EGFP intensity; stronger effect = higher value
Dynein transport nuclear GR-EGFP – recorded beside Dynein transport, whose call it bears; z-score; measured here: nuclear GR-EGFP intensity;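 lower value marks the stronger effect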
Dynein transport cell count – second read-out of Dynein transport, no call of its own (marks repeat the call); z-score; measured here: cell count per field
Ins promoter up cell count – recorded beside Ins promoter up, whose call it bears; cell count; measured here: cytotoxicity, nuclei count;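 total cells summed across four imaged fields per well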
b-catenin transl cell count 5 µM – recorded beside b-catenin transl, whose call it bears; cell count; measured here: cell count, cytotoxicity flag
MT stabilize HCS Hoechst-high % – further read-out of MT stabilize HCS, marked with its call; % Hoechst-high responders; measured here: nuclear condensation Hoechst responders;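 share of cells brighter than vehicle mean plus two SD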
MT stabilize HCS cytotoxicity % – further read-out of MT stabilize HCS, marked with its call; toxicity, %; measured here: cytotoxicity by cell density;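 0% = mean cell density of plate MIN control wells and 100% = no cells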
Autophagy mod cell loss 18 h – second read-out of Autophagy mod, no call of its own (marks repeat the call); toxicity, %; measured here: cell loss, nuclei count;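 cell loss after 18 h compound exposure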
* marks the source's active call; other numbers are inactive results; i = inactive; . = no result given; & = joins results of further samples; [ ] = dose if it differs, or a comment.

SMILES	b-catenin transl	b-catenin transl cell count 5 µM	MT stabilize HCS	MT stabilize HCS Hoechst-high %	MT stabilize HCS cytotoxicity %	Autophagy mod	Autophagy mod cell loss 18 h	K1F lysis inhibition	M1AAP inhibition	CSM14.1 death rescue	Dynein transport	Dynein transport cytoplasmic EGFP	Dynein transport nuclear GR-EGFP	Dynein transport cell count	Ins promoter up	Ins promoter up cell count	M17LAP inhibition
Cc1ccc(S(=O)(=O)CCC(=O)N2CCN(c3ccc(Cl)cc3)CC2)cc1	-0.6	1115	2.4	1.7	6.6	i	-19	1.1%	17%	-1.0%	-0.032	-0.18	0.83	-0.29	-0.83	907	-14%
Clc1ccc(SCc2csc(N3CCOCC3)n2)cc1	-1.6	1095	.	.	.	.	.	-0.3%	-2%	.	-0.91	-0.22	-0.58	1.1	0.82	1441	0%
Cc1cc(N2CCOCC2)c2c(N)c(C)cc(C)c2n1	-2.5	1131	2.3	2.2	30	i	0	-1.4%	3%	-1.0%	-0.39	-0.29	0.067	0.3	1.1	1061	5%
O=c1c2c3c(sc2nc2n1CCCS2)CCCC3	-5.0	934	6.1	1.6	2.5	i	-5	0.2%	6%	-1.4%	-0.53	-0.11	0.28	0.076	0.3	1131	5%
O=C(c1cccc(S(=O)(=O)Nc2cccc(C(F)(F)F)c2)c1)N1CCOCC1	0.3	1332	.	.	.	.	.	0.1%	4%	.	-0.37	-0.17	-0.056	0.59	0.35	1048	-17%
Cn1nccc1C(=O)N1CCN(c2ccc(F)cc2)CC1	0.7	954	3.4	1.9	5.2	i	8	0.9%	-1%	-2.3%	-0.75	-0.18	-0.38	-0.75	.	.	3%
CCCc1nc(S(=O)(=O)Cc2ccc(Cl)cc2Cl)n[nH]1	0.4	1121	4.4	2.6	6.1	i	17	0.3%	2%	-0.6%	2	-0.12	1.6	-2.2	1.3	1107	24%
CCOc1ccc(NC(=O)Cn2nnc(C(=O)NCc3ccco3)c2N)cc1	6.4	1378	2.3	2.3	9.9	i	-30	0.5%	2%	-0.8%	-1	-0.08	0.31	0.31	-0.27	1413	23%
COc1ccc(NC(=O)c2coc3ccccc23)cc1OC	-3.4	1012	1.8	1.2	6.8	i	0	3.3%	6%	0.2%	-0.49	-0.2	-0.34	0.77	-0.04	1011	7%
CC1CC(C)CN(S(=O)(=O)c2cc(C(=O)O)c(Cl)s2)C1 (stereo unspecified)	-2.2	596	4.0	1.8	4.8	i	3	4.8%	-2%	-0.6%	1.8	-0.11	1.2	-1.7	0.34	1218	2%
Cc1nn(-c2cccc(C(F)(F)F)c2)c(Cl)c1/C=N/n1cnnc1	5.9	1102	8.2	2.1	1.1	i	11	0.1%	-4%	-1.0%	-0.43	-0.018	0.37	0.076	-0.82	1289	4%
O=C(Nc1cccc(Cl)c1)N1CCN(C2c3ccccc3-c3ccccc32)CC1	-0.6	1253	.	.	.	.	.	1.3%	2%	.	1	-0.3	0.43	-0.37	-1.6	1126	-3%
Cc1c(NC(=O)CCCCCN2C(=O)C3C4C=CC(C4)C3C2=O)c(=O)n(-c2ccccc2)n1C (stereo unspecified)	0.0	1119	4.7	1.5	7.0	i	19	-2.6%	7%	-1.6%	1.3	-0.19	0.73	0.1	-0.14	2240	3%
Cc1ccc(CCc2nnc(SCC(=O)Nc3ccccc3Cl)n2-c2ccccc2)o1	-0.5	1238	5.4	2.0	11	i	18	0.3%	10%	4.0%	-0.29	-0.21	-0.31	-0.22	-1.1	1342	6%
C=CCN=c1scc(-c2ccccc2)n1/N=C/c1ccccn1	3.1	885	3.9	1.5	8.3	i	9	-0.2%&0.3%	1%	-5.9%	-0.042	-0.27	0.0097	-0.13	-1.5	807	6%
COC(=O)c1ccccc1-n1cccc1C(=O)NP(=O)(N1CCOCC1)N1CCOCC1	-3.6	1042	3.2	2.3	0.0	i	26	0.2%	3%	-0.7%	-0.49	-0.21	-0.46	0.21	-0.17	1717	5%
O=C(Cc1ccccc1)NC(Nc1ccccc1)C(Cl)(Cl)Cl (stereo unspecified)	1.1	1119	1.7	1.5	9.3	i	-10	0.4%	-5%	1.8%	2.6	-0.12	1.6	-1.9	-0.36	875	-14%
Cc1nc2cc(NC(=O)NCc3ccc4c(c3)OCO4)ccc2o1	1.2	1112	4.8	1.4	3.3	i	0	-0.1%	11%	-3.1%	1.1	-0.23	1.1	0.54	0.4	1902	7%
O=[N+]([O-])c1cccc(CSc2nc3ccccc3[nH]2)c1	-2.9	1099	3.1	2.1	3.6	i	9	1.0%[50 µM]	0%	-1.5%	-0.28	-0.22	-0.2	0.59	-0.03	1340	6%
CCOC(=O)c1c(C)[nH]c(C)c1C(=O)COC(=O)c1cc(OC)cc(OC)c1	0.4	964	1.9	1.3	5.9	i	9	1.0%	3%	0.6%	0.25	0.054	0.37	-1.6	-2.7	1610	7%
Cc1ccc(SCCC(=O)Nc2c(C)n(C)n(-c3ccccc3)c2=O)cc1	.	.	2.9	1.7	9.6	i	1	0.1%	-1%	-0.2%	-0.58	-0.27	-0.11	1.3	.	.	-1%
C/C(=N\NC(N)=O)C1CC(CC(C)C)C(=O)O1 (stereo unspecified)	-3.9	1061	2.1	1.5	6.5	i	19	-0.8%	-4%	.	1.2	0.25	1.2	-2.3	-0.61	1321	3%
COc1cc(OC)cc(C(=O)NNC(=S)NCc2ccco2)c1	-2.5	1039	4.8	3.1	8.2	i	-11	0.1%	-7%	-0.7%	-0.95	0.65	-0.019	0.57	0.01	1684	-3%
CCCCCCC1CC(/C(C)=N\NC(N)=O)OC1=O (stereo unspecified)	1.5	471	5.3	2.7	8.5	i	10	2.8%	8%	-2.3%	-0.16	-0.28	0.52	0.38	-0.26	1042	1%
Cc1cccc(NS(=O)(=O)Cc2ccccc2)n1	-0.7	1170	4.1	2.2	6.1	i	-6	-0.3%	-1%	-0.2%	-0.14	-0.23	-0.13	-0.8	.	.	-14%
COc1nc(Nc2ccc(-c3nc4ccccc4o3)cc2)nc(N2CCOCC2)n1	.	.	0.6	0.2	25	i	-7	-0.1%	.	.	-0.7	-0.27	-0.1	0.87	.	.	.
Cc1ccc(Cn2c(Sc3nnc(C)s3)nc3c2c(=O)[nH]c(=O)n3C)cc1	.	.	2.4	3.5	5.8	i	-8	3.8%	16%	-0.7%	0.47	-0.22	0.34	-0.23	0.3	878	0%
O=C1c2ccccc2C(=O)N1CSc1ncccn1	-3.4	996	2.1	1.2	0.1	i	11	-0.1%	0%	-0.1%	1.2	-0.16	1.5	-0.72	-0.21	1119	-5%
CC1(C)CC(=O)C(C2C3=C(CC(C)(C)CC3=O)Oc3ccccc32)=C(O)C1 (stereo unspecified)	.	.	1.6	1.6	13	i	0	0.0%	-3%	-0.6%	-0.64	-0.16	-0.51	0.72	0.18	958	23%
COc1cc(C)nn1-c1ccc(Cl)cc1	3.8	1077	3.7	2.5	6.0	i	3	0.3%	0%	-1.0%	-1.2	-0.34	-0.59	1.3	-1	1259	-4%
Cc1sc(N/N=C/c2ccco2)nc1-c1ccccc1	-3.5	584	5.4	2.6	2.8	i	28	-0.1%	5%	-0.5%	-0.018	-0.21	0.016	-0.0011	-0.52	1183	-8%
C#CCn1c(S(=O)(=O)Cc2ccc(OC)cc2)nc(-c2ccccc2)c1-c1ccccc1	.	.	1.5	0.9	4.1	i	13	2.6%	11%	9.2%	0.054	-0.23	0.31	0.5	.	.	-1%
Cc1ccc(NC(=O)NCCN2C(=O)C3C4C=CC(C4)C3C2=O)cc1 (stereo unspecified)	.	.	8.5	2.8	5.4	i	1	-1.5%	2%	0.0%	-0.59	-0.22	-0.18	0.16	0.05	754	22%
CCC(=O)N=c1ccn(C2=Nc3ccccc3NC2=C(C#N)C#N)cc1	-1.8	1095	.	.	.	.	.	0.7%[50 µM]	2%	.	-0.6	-0.27	-0.28	0.46	-0.56	1430	7%
CC(=Nc1ccc(C)c(C)c1)C1=C(O)CCC1=O	.	.	2.8	1.8	4.9	i	0	0.3%	6%	-0.2%	-0.2	-0.25	-0.1	0.52	1.6	884	4%
CC(C)(C)C(=O)N(Cc1ccc(Cl)cc1)Cc1cccnc1	-4.4	1190	.	.	.	.	.	0.5%	2%	.	-0.24	-0.095	-0.14	0.42	-0.79	1423	-3%
CCOc1cccc2sc(N(CCCN(C)C)C(=O)Cc3ccccc3)nc12	-0.3	1049	6.2	1.0	4.4	i	3	0.2%	6%	.	-0.28	-0.32	-0.44	0.22	0.12	1319	1%

Rows were taken by chance; overall some 2.9% were active at least once.
